ALOX12 inh = blocks human arachidonate 12S-lipoxygenase | P18054 | purified 12hLO, xylenol orange hydroperoxide absorbance | Potency, µM (series often up to 108 µM), without a hit: at the top dose activity change, negative = inhibition, actives largely listed as inhibitors | 580,000 compounds, 1.1% hits; active means well fitted inhibition curve with a large enough effect; inconclusive means small, poorly fitted or top-dose-only effect, or another doubt; inactive means no such curve, though single readings can be large or run the other way
Target sequence (P18054 whole entry, looked up): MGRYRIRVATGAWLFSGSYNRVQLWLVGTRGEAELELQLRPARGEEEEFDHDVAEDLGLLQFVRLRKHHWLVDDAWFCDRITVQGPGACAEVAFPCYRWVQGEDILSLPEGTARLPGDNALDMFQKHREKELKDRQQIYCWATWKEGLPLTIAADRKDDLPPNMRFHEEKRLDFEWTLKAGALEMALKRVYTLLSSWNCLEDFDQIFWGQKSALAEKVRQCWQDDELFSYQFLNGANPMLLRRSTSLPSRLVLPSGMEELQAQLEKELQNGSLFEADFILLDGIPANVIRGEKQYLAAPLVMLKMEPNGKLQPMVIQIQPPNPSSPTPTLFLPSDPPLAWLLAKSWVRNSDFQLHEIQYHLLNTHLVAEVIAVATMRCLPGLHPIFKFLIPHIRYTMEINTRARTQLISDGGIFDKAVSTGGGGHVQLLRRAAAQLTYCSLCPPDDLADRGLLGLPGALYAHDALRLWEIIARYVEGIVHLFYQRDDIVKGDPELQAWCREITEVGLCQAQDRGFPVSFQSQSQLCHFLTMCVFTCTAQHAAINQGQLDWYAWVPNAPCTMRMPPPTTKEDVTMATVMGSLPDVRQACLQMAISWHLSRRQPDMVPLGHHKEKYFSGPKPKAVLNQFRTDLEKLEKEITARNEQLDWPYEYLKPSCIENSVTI
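Hydroperoxide product was detected by ferrous iron/xylenol orange as the 573 to 405 nm absorbance ratio. Arachidonic acid at 40 uM (final) was turned over for 30 min at room temperature by 150 nM human 12hLO, pH 7.0 Hepes buffer, after 15 min compound preincubation.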
* marks the source's active call; other numbers are inactive results; ? = inconclusive; [ ] = dose if it differs, or a comment. On the % scale 0 is the no-effect control and ±100 the full control effect; potency means the concentration at half of the fitted maximal effect.

SMILES	ALOX12 inh
O=c1ccc(-c2ccc(Cl)cc2)c2n1C[C@H]1C[C@@H]2CN(S(=O)(=O)c2ccccc2)C1	?
Cc1cc(CN2CCC3(C2)C(=O)N(C)c2ccccc23)no1 (stereo not given)	23%[176 µM]
Cc1ccc(OC(=O)N(C)C[C@@H]2OCc3ccccc3-c3c(n(C)c4ccccc34)C(=O)N([C@H](C)CO)C[C@H]2C)cc1	?
COc1ccc(-c2cc([C@H]3CN4CC[C@H]3C[C@@H]4CNCc3ccccn3)n(C)n2)cc1	75%[activator][176 µM]
C[C@@H]1[C@@H](C(=O)C[C@H]2O[C@@H]3O[C@]4(C)CC[C@@H]5[C@H](C)CC[C@@H]([C@H]2C)[C@@]35OO4)O[C@@H]2O[C@]3(C)CC[C@H]4[C@H](C)CC[C@@H]1[C@@]24OO3	?
CCN(CC)C[C@H]1CN2CC[C@H]1C[C@@H]2CNC(=O)NC(C)C	34%[176 µM]
COc1ccccc1-c1cc([C@H]2CN3CC[C@H]2C[C@@H]3CNS(=O)(=O)c2ccc(NC(C)=O)cc2)n(C)n1	33%[activator]
CCNC(=O)NC[C@H]1C[C@@H]2CCN1C[C@@H]2c1cc(-c2ccccc2)nc(C)n1	?
COc1ccc(-c2cc([C@H]3CN4CC[C@H]3C[C@@H]4CNC(=O)C3CCCCC3)n(C)n2)cc1	44%[activator]
Cc1nc(-c2ccc(N(C)C)cc2)cc([C@H]2CN3CC[C@H]2C[C@@H]3COC(=O)NC(C)C)n1	9%
COc1ccc(C(=O)N2CCC3(CC2)C(=O)Nc2cc(OCC4CC4)c(OC)cc23)cc1	-26%[176 µM]
Cc1ccccc1S(=O)(=O)N1[C@H]2CC[C@@H]1c1cnc(-c3ccc(F)cc3)nc1C2	9%
Cn1nccc1C(=O)N1[C@H]2CC[C@@H]1c1cnc(-c3ccccc3)nc1C2	5%
O=C1NCc2ccccc2CC12CCCN2Cc1ccc(Br)cn1 (stereo not given)	5%[6.33 µM]
COC(=O)[C@@H]1[C@@H](CO)[C@@H]2Cn3c(cccc3=O)[C@H]1N2S(=O)(=O)c1cccc(C)c1	?

2 records picked at random from those above:
SMILES	ALOX12 inh
COc1ccc(C(=O)N2CCC3(CC2)C(=O)Nc2cc(OCC4CC4)c(OC)cc23)cc1	-26%[176 µM]
CCNC(=O)NC[C@H]1C[C@@H]2CCN1C[C@@H]2c1cc(-c2ccccc2)nc(C)n1	?

More compounds
SMILES	ALOX12 inh
CCCNC(=O)OC[C@H]1C[C@@H]2CCN1C[C@@H]2c1cc(-c2ccccc2)nn1C	6%[176 µM]
O=C(NCCN1CCC2(CC1)C(=O)NCN2c1ccccc1)c1cccs1	?
C=C[C@H]1CN2CC[C@H]1C[C@@H]2CNC(=O)c1ccc(C(F)(F)F)cc1	?
CCn1nccc1C(=O)N1[C@H]2CC[C@@H]1c1cnc(-c3ccc(F)cc3)nc1C2	0%
O=C1Nc2ccccc2C12CCN(Cc1cccnc1)C2 (stereo not given)	22%[176 µM]
O=C(O)CCCCCCNC1c2ccccc2CCc2ccccc21	-10%[22.9 µM]
COc1cc2c(cc1Oc1cccc(N(C)C)c1)NC(=O)C21CCN(Cc2ccccc2)CC1	89µM*
C=C[C@H]1CN2CC[C@H]1C[C@@H]2CNC(=O)CC(C)(C)C	11%[176 µM]
CN1[C@@H](CCC(=O)NCc2cccnc2)CNC(=O)[C@H]2NCC[C@H]21	34%[activator][176 µM]
COc1cc2c(cc1OCc1ccncc1)NC(=O)C21CCN(C(C)=O)CC1	?
O=C(O)C1=NOC2CN(Cc3ccccn3)CC12 (stereo not given)	?
COc1ccc(CN(C)CC2[C@H]3CNC[C@@H]23)c2cccnc12 (stereo not given in full)	?
COc1cc2c(cc1OCC1CC1)NC(=O)C21CCN(CCC(C)C)CC1	34%[activator][176 µM]
CC[C@H]1CN2CC[C@H]1C[C@@H]2CNC(=O)Nc1ccc(C(C)=O)cc1	-7%[176 µM]
c1ccc2c[n+](CCCCCCCCCC[n+]3ccc4ccccc4c3)ccc2c1	9%
COc1cncc(CN2CCC3(CC2)C(=O)Nc2cc(OCC4CC4)c(OC)cc23)c1	11%[176 µM]
CN1Cc2ccccc2-n2ccnc2C12CCN(C(=O)c1ccc(F)c(F)c1)CC2	41%[activator]
O=C(NC1CCCCC1)N1C[C@@H]2C[C@H](C1)c1c(-c3cccs3)ccc(=O)n1C2	?
CC[C@H]1CN2CC[C@H]1C[C@@H]2CNC(=O)CSCC(=O)O	31%[activator][176 µM]
COc1cc(C(=O)NC[C@H]2C[C@@H]3CCN2C[C@@H]3c2cc(-c3ccco3)nc(C)n2)cc(OC)c1OC	8%
COc1ccc(OC)c(S(=O)(=O)NC[C@H]2C[C@@H]3CCN2C[C@@H]3c2cc(-c3ccc4ccccc4c3)nn2C)c1	59%[activator]
COc1ccc(-c2cc([C@H]3CN4CC[C@H]3C[C@@H]4CNC(=O)c3cccs3)n(C)n2)cc1	67%[activator]
CC(C)CC(=O)N1CCC2(CC1)NCc1ccccc1-n1ccnc12	24%
C=C[C@H]1CN2CC[C@H]1C[C@@H]2CNS(=O)(=O)Cc1ccccc1	56%[activator][176 µM]
CC(=O)N1CC2(CCN(Cc3ccccn3)C2)Cc2ccccc21 (stereo not given)	-17%[6.33 µM]
Cc1ccnn1CC(=O)N1C[C@@H](c2ccc3c(c2)OCO3)[C@@H]2[C@H]1C1CCN2CC1	10%
O=[S+]1([O-])NC2(CCN(CC3CCCCC3)C2)COc2ccncc21 (stereo not given)	6%[6.33 µM]
O=C1N(Cc2cccnc2)C[C@H]2CN(C3CCC3)CCN12	16%[176 µM]
Cn1cccc1C(=O)N1[C@H]2CC[C@@H]1c1cnc(-c3ccc(F)cc3)nc1C2	3%
CO[C@H]1CCC(O[C@H]2C[C@H]([C@]3(C)CC[C@]4(C[C@H](O)[C@@H](C)[C@@H]([C@@H](C)C=C(C)C(=O)[C@H](C)C[C@H](C)C(=O)O)O4)O3)O[C@]3(O[C@@H]([C@H]4O[C@@](O)(CO)[C@H](C)C[C@H]4C)C[C@H]3C)[C@H]2C)O[C@H]1C (stereo not given in full)	-3%[57.4 µM]
CN1CCC(N[C@@H]2C[C@H](CO)[C@@H](O)[C@H]2O)CC1	5%[176 µM]
CC1CCN(C[C@H]2CN3CC[C@H]2C[C@@H]3CNC(=O)Nc2cccc(C#N)c2)CC1	49%[176 µM]
Cn1nc(-c2cccs2)cc1[C@H]1CN2CC[C@H]1C[C@@H]2CNS(C)(=O)=O	42%[activator][176 µM]
COc1ccccc1N1CCN(C[C@H]2CN3CC[C@H]2C[C@@H]3CNC(=O)Nc2cccc(SC)c2)CC1	65%[activator]
N#Cc1cccc(-c2ccc3n(c2=O)C[C@H]2C[C@@H]3CN(C(=O)c3ccc(F)cc3)C2)c1	1%[176 µM]
O=C1NCCOCCN[C@H]2CCC[C@@H]12	45%[activator]
CCOC(=O)CCNC(=O)N1[C@H]2CC[C@@H]1c1cnc(C)nc1C2	19%
COCCN1C[C@H]2CN(CC3CC3)CCN2C1=O	-3%[176 µM]
O=C(O)CCCC(=O)N1C[C@@H]2C[C@H](C1)c1ccc(-c3ccc(Cl)cc3)c(=O)n1C2	8%[176 µM]
CC[C@H]1CN2CC[C@H]1C[C@@H]2CNC(=O)Nc1cccc(C#N)c1	28%[176 µM]
CCN(C1CCOCC1)C1CNC1	6%
CC1CN2CCCCC2CN1 (stereo not given)	?
N#CC1c2ccccc2-n2nncc2CN1C(=O)c1cccnc1 (stereo not given)	10%
O=C1Nc2ccccc2C12CCN(CC1CCCCC1)CC2	?
CC(C)(C)c1nc(CN2CCC3(CC2)C(=O)Nc2ccccc23)no1	25%
Cc1ncc2c(n1)C[C@@H]1CC[C@H]2N1C(=O)CC1CCCCC1	15%
CN1C(=O)[C@H]2CN(Cc3ccccc3)C[C@H]2C1=O	74%[activator]
Cn1nc(-c2ccccc2)cc1[C@H]1CN2CC[C@H]1C[C@@H]2CNS(C)(=O)=O	47%[activator][176 µM]
CSCC(=O)Nc1ccc2n(c1=O)C[C@H]1C[C@@H]2CN(C(=O)CSCC(=O)O)C1	10%[176 µM]
O=C(Nc1ccc2n(c1=O)C[C@H]1C[C@@H]2CN(c2ncccn2)C1)c1ccccc1	3%[176 µM]
COc1ccc(-c2cc3c(cc2OC)C2(CCN(C(C)=O)CC2)C(=O)N3)cc1OC	-21%[176 µM]
COc1ncc(-c2cnc3[nH]cc(CC(=O)N4CCN(C)CC4)c3c2)cn1	46%[activator][176 µM]
CN1Cc2ccccc2-n2ccnc2C12CCN(C(=O)c1cccc(F)c1)CC2	49%[activator]
O=C1NCCOCCN[C@@H]2CCCC[C@H]12	48%[activator]
CCOCC(=O)N1CCC2(CC1)c1nccn1-c1ccccc1CN2C	50%[activator]
Cc1cc(CN2CCC3(CC2)C(=O)Nc2ccccc23)no1	?
COc1cc2c(cc1OCc1ccccc1)N([S+](=O)([O-])c1cccc3cccnc13)CC21CCN(C)CC1	?
C#CCN(C)C[C@H]1CN2CC[C@H]1C[C@@H]2CNC(=O)Nc1ccsc1	26%[176 µM]
N#Cc1ccc2nc(-c3ccc(CN4CCC(n5c(=O)[nH]c6cc(Cl)ccc65)CC4)cc3)c(-c3ccccc3)nc2c1	?
O=S(=O)(c1ccccc1)N1CCC2CCNC2C1 (stereo not given)	-28%
(more compounds)
SMILES	ALOX12 inh
COc1cccc(CN2CCCCCCNC(=O)[C@@H]3CCC[C@@H]32)n1	281%[activator]
COc1cc2c(cc1OCc1ccccc1)N(C(=O)CC(C)C)CC21CCN(C)CC1	22%[176 µM]
O=C(NCCN1CCC2(CC1)C(=O)NCN2c1ccccc1)c1cccc(F)c1	-16%
C#C[C@H]1CN2CC[C@H]1C[C@@H]2CNC(=O)C1CCCCC1	3%[176 µM]
COc1ccc(-c2ccc(=O)n3c2[C@@H]2C[C@@H](CN(C(=O)C(C)(C)C)C2)C3)cc1	60%[activator][176 µM]
Cc1cc(C)c2[nH]c(C(=O)N3CCC(C#N)(c4ccccc4)CC3)c(C)c2c1	4%
CCOc1ccc(CC(=O)N2CCC3(CC2)c2nccn2-c2ccccc2CN3C)cc1	50%[activator]
CC(C)N1CC2CCC(C1)N2Cc1ccc(-c2cncnc2)cc1	3%[176 µM]
C#C[C@H]1CN2CC[C@H]1C[C@@H]2COC(=O)Nc1ccc(C(C)(C)C)cc1	17%[176 µM]
COc1cc(=O)n2c(c1C(=O)N(C)Cc1nonc1C)CCN(C(=O)C1C(C)(C)C1(C)C)CC2	12%
CN1C2(C)c3ccccc3C1(c1ccccc1)c1ccccc12	-2%
CCOc1ccccc1C(=O)N1CCC2(CC1)c1nccn1-c1ccccc1CN2C	16%
CC(C(=O)c1ccccc1)N(C)C (stereo not given)	-18%[22.9 µM]
O=C(Cc1cccc(Cl)c1)N1[C@H]2CC[C@@H]1c1cnc(-c3ccccc3)nc1C2	?
Cc1ccc2nc(-c3ccc(CN4CCC(n5nnc6ccccc65)CC4)cc3)c(-c3ccccc3)nc2c1	-8%
Cc1nc(C2CCCC2)cc([C@H]2CN3CC[C@H]2C[C@@H]3CNC(=O)c2ccco2)n1	26%[176 µM]
O=c1cccc2n1CC1CC2CN(Cc2cc3n(n2)CCNC3)C1 (stereo not given)	?
CCOC(=O)c1ncn2c1CN(C)C(=O)c1c(I)cccc1-2	-5%[22.9 µM]
Cc1cc(S(=O)(=O)N2[C@H]3CC[C@@H]2c2cnc(-c4ccccc4)nc2C3)ccc1F	?
CC[C@H]1CN2CC[C@H]1C[C@@H]2CNS(=O)(=O)c1cccs1	-3%[176 µM]
CCn1ccc(C(=O)N2[C@H]3CC[C@@H]2c2cnc(-c4ccc(F)cc4)nc2C3)n1	?
c1ccc(-c2nc3ccccc3nc2-c2ccc(CN3CCC(n4nnc5ccccc54)CC3)cc2)cc1	?
COC(=O)C1CC(OC(C)=O)C(=O)[C@H]2C1(C)CC[C@H]1C(=O)OC(c3ccoc3)CC12C (stereo not given in full)	2%
CC(=O)c1ccc(NC(=O)NC[C@H]2C[C@@H]3CCN2C[C@@H]3CN2CCSCC2)cc1	-26%[176 µM]
CCO/N=C(\CC)C1=C(O)CC(c2c(C)cc(C)cc2C)CC1=O (stereo not given)	-19%[57.4 µM]
CC(C)CN1Cc2ccccc2-n2ccnc2C12CCN(C(=O)c1cccc(F)c1)CC2	5%
O=[N+]([O-])c1ccnc(N2CC3CCC(C2)N3CC(F)(F)F)c1	-6%[6.33 µM]
CC(C)CCN1CCC2(COc3ccncc3[S+](=O)([O-])N2)C1 (stereo not given)	5%[6.33 µM]

4 compounds already listed, sorted by number of heavy atoms, lowest first.
SMILES	ALOX12 inh
CC(C)CCN1CCC2(COc3ccncc3[S+](=O)([O-])N2)C1 (stereo not given)	5%[6.33 µM]
Cc1cc(S(=O)(=O)N2[C@H]3CC[C@@H]2c2cnc(-c4ccccc4)nc2C3)ccc1F	?
COC(=O)C1CC(OC(C)=O)C(=O)[C@H]2C1(C)CC[C@H]1C(=O)OC(c3ccoc3)CC12C (stereo not given in full)	2%
CC(C)CN1Cc2ccccc2-n2ccnc2C12CCN(C(=O)c1cccc(F)c1)CC2	5%

6 of these compounds in another layout.
Structure | ALOX12 inh
CCOC(=O)c1ncn2c1CN(C)C(=O)c1c(I)cccc1-2 | -5%[22.9 µM]
CCn1ccc(C(=O)N2[C@H]3CC[C@@H]2c2cnc(-c4ccc(F)cc4)nc2C3)n1 | ?
CC(C)CN1Cc2ccccc2-n2ccnc2C12CCN(C(=O)c1cccc(F)c1)CC2 | 5%
CC(C)CCN1CCC2(COc3ccncc3[S+](=O)([O-])N2)C1 (stereo not given) | 5%[6.33 µM]
COC(=O)C1CC(OC(C)=O)C(=O)[C@H]2C1(C)CC[C@H]1C(=O)OC(c3ccoc3)CC12C (stereo not given in full) | 2%
CC[C@H]1CN2CC[C@H]1C[C@@H]2CNS(=O)(=O)c1cccs1 | -3%[176 µM]

From PubChem

This is a subset, so the mix of outcomes need not match the whole.
